# SENP7 block = inhibitors of human SENP7 protease | recombinant SENP7, Z-RLRGG-aminoluciferin luminescence, 40 min | inhibition, % at 5 µM | 330,000 tested, 1.5% active | Q9BQF6;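 active = inhibition above about 50% at the single test dose, limit read from the data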;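 note: plate controls were DMSO with enzyme for no effect and no enzyme buffer wells for full effect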
# SENP8 block = inhibitors of human SENP8 protease; recombinant SENP8, Nedd8 substrate fluorescence; inhibition, % at 20 µM; Q96LD8; 360,000 tested, 0.64% active; in the data active = inhibition mostly above about 40%, no sharp cut-off; inactive = mostly below about 27%
# ATG4B inhibitor = blocks human ATG4B protease cleavage of LC3 substrate | ATG4B cleavage of LC3-PLA2, NBD-HPC fluorescence, 1 h | inhibition, % at 8.33 µM | 340,000 tested, 0.51% active; in the data active = inhibition above about 40%
# Target sequence (Q9Y4P1 whole entry, looked up): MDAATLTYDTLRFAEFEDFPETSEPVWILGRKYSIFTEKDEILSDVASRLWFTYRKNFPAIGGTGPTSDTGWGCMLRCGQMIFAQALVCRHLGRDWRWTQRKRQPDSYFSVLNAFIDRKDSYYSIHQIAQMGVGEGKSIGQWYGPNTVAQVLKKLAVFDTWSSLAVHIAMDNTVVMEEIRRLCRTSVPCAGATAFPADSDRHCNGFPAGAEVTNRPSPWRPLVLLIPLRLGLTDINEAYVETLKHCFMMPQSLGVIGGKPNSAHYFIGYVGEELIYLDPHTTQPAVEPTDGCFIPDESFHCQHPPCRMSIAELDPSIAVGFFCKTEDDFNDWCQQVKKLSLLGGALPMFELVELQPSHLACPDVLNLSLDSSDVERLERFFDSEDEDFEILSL
# SENP6 inh = blocks the human protease SENP6; inhibition, % at 10 µM; 330,000 tested, 1.8% active; Q9GZR1; AID 2599; Recombinant SENP6 catalytic domain, aminoluciferin luminescence;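 active = inhibition above about 50% at the single tested dose, limit read from the data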;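 note: plate controls were DMSO wells with enzyme for no effect and DMSO wells lacking enzyme for full effect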
# NR3A LBD binder = modulates the human NR3A ligand-binding domain; NR3A LBD differential scanning fluorimetry, Tm shift; 0% = protein alone, 100% = glycine-bound protein; Tm shift relative to glycine control, % at 25 µM; 340,000 tested, 2.5% active;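 active = melting temperature shift of at least 10% of the positive control shift, at one fixed dose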
# PfGluPho inh = PfG6PD (Plasmodium falciparum) enzyme inhibition; PfGluPho enzyme, NADPH resazurin-diaphorase fluorescence; inhibition, % at 20 µM; 350,000 tested, 0.78% active; AID 504690;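 active = inhibition reaching at least a set limit at 20 µM in the primary screen, cut at about 59% in these data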;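 note: 0% = DMSO wells with substrate and 100% = DMSO wells lacking glucose-6-phosphate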
# HKDC1 inhibitor = blocks human hexokinase HKDC1 activity; inhibition, % at 20 µM; recombinant HKDC1, G6PDH/diaphorase resazurin coupled fluorescence; 340,000 tested, 0.16% active; Q2TB90;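 active = inhibition above about 35% when tested at 20 µM, limit read from the data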;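 note: plate controls were DMSO wells with enzyme for no effect and DMSO wells lacking enzyme for full effect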
#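 Test system: recombinant HKDC1 (HK5) hexokinase enzyme, produced in-house / Doses: 20 µM test compound, 1% DMSO / Timing: 90 min, room temperature / Detection: G6PDH/diaphorase-coupled fluorescence, 1 mM NADP, 100 µM resazurin, 525/613 nm / Control set: DMSO wells with and without enzyme mix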
# MPTP block = inhibitors of mitochondrial permeability transition pore | isolated mouse mitochondria, Ca2+ swelling absorbance, 30 min | inhibition, % at 10 µM | 360,000 tested, 1.4% active;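 active = inhibition of 50% or more, scaled per plate between neutral and stimulator controls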;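 note: 0% = DMSO wells given calcium and 100% = 1 mM EGTA wells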
# * marks the source's active call; other numbers are inactive results.
1) Cc1cccc(C(=O)NC2CCN(CC(=O)NCc3cccs3)CC2)c1
2) CCOC(=O)/C(C#N)=C/c1c(N2CCN(c3ccc(OC)cc3)CC2)nc2c(C)cccn2c1=O
3) CC(=O)N/C(=C\c1ccc(Br)s1)C(=O)O
4) COC(=O)C1C(c2ccc(Cl)cc2)NC(c2ccc(Cl)cc2)C(C(=O)OC)S1(=O)=O (configuration not stated)
5) CCOc1ccc(NS(=O)(=O)c2cnc(Cl)c(Cl)c2)cc1
6) COc1cc(/C=N/NC(=O)CN(CCc2ccccc2)S(=O)(=O)c2ccc(NC(C)=O)cc2)cc(OC)c1OC
7) COc1ccc(OC)c(NC(=O)c2sc3ncnc(N4CCN(c5ccccn5)CC4)c3c2C)c1

Screen / compound no. | 1 | 2 | 3 | 4 | 5 | 6 | 7
SENP6 inh | -13 | 0 | 23 | 6 | -15 | -12 | -12
SENP7 block | -5 | 7 | -3 | 3 | 2 | -5 | 10
MPTP block | 0.4 | -1.4 | -0.8 | 1.3 | 7.0 | -9.3 | -0.7
ATG4B inhibitor | 4 | 22 | -10 | -19 | 9 | -1 | 3
HKDC1 inhibitor | -12 | 1 | -6 | -9 | -3 | -5 | 0
NR3A LBD binder | -3 | -2 | -2 | -2 | -11 | -7 | 2
SENP8 block | 6 | -11 | 16 | 14 | 16 | 23 | 6
PfGluPho inh | -4 | 15 | 3 | 18 | 4 | -6 | 8

# Some of these compounds in order of molar mass, falling:
2) CCOC(=O)/C(C#N)=C/c1c(N2CCN(c3ccc(OC)cc3)CC2)nc2c(C)cccn2c1=O
1) Cc1cccc(C(=O)NC2CCN(CC(=O)NCc3cccs3)CC2)c1
3) CC(=O)N/C(=C\c1ccc(Br)s1)C(=O)O

Screen / compound no. | 2 | 1 | 3
SENP6 inh | 0 | -13 | 23
SENP7 block | 7 | -5 | -3
MPTP block | -1.4 | 0.4 | -0.8
ATG4B inhibitor | 22 | 4 | -10
HKDC1 inhibitor | 1 | -12 | -6
NR3A LBD binder | -2 | -3 | -2
SENP8 block | -11 | 6 | 16
PfGluPho inh | 15 | -4 | 3

# Arranged by value in SENP7 block (high to low): some entries from above.
nr	smiles	SENP7 block
7	COc1ccc(OC)c(NC(=O)c2sc3ncnc(N4CCN(c5ccccn5)CC4)c3c2C)c1	10
4	COC(=O)C1C(c2ccc(Cl)cc2)NC(c2ccc(Cl)cc2)C(C(=O)OC)S1(=O)=O (configuration not stated)	3
1	Cc1cccc(C(=O)NC2CCN(CC(=O)NCc3cccs3)CC2)c1	-5
